Assay outcomes as filed in PubChem.
Epigenetic reg: epigenetic control regulation, reporter derepression. Potency, µM (titrated, usually from 53.9 µM), inactives show at the highest dose GFP activation, hits mostly activators. 0.2% of 280,000 active. AID 1865. murine LDR cells, GFP reporter derepression, 30 h; active = well fitted activation curve with a large enough effect; inconclusive = small, poorly fitted or top-dose-only effect; also: % of control where 0% means no effect; nearly all actives have a fitted effect of over 60% in size
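Reporter derepression read as number of fluorescent GFP-positive objects, 20-120 um in size, counted by laser-scanning cytometer. Mouse LDR line with an epigenetically silenced CMV-GFP locus; compound incubation 30 h, 37 C.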
An asterisk follows results filed as active. Potency is read from the fitted curve at half-maximal effect. The list is partial (hit frequency here may not be typical).

Results for CC(C)COc1ccc(C(=O)Nc2cc(-c3ccccc3)no2)cc1 ?
Epigenetic reg: 0.0%

Results for CCc1ccccc1NC(=O)N1CCCn2nc(C)cc21 ?
Epigenetic reg: -1.7%

What do the screens show for `CCN(CC)CCNC(=O)C1CCCN(c2nnc(C)c3c(C)n(-c4ccc(Cl)cc4)nc23)C1` (stereo unspecified)?
Epigenetic reg: 2.2%

How did CCn1c(=O)cc(OCC(=O)N(C)c2cc(Cl)ccc2C)c2ccccc21 do in these assays?
Epigenetic reg: -1.1%

Results for COc1ccc(NC(=O)CN2C(=O)COc3ccc(S(=O)(=O)N4CCOCC4)cc32)cc1Cl ?
Epigenetic reg: -0.4%

Results for Cc1nn(CCCC(=O)NCCc2ccc(Cl)cc2)c(=O)c2c1sc1ccccc12 ?
Epigenetic reg: 2.0%

Results for COc1ccc(-c2noc(Cn3c(=O)c4ccccc4n(CC(=O)Nc4cccc(C(F)(F)F)c4)c3=O)n2)cc1 ?
Epigenetic reg: 5.4%

How did Cc1cccc(-c2nnn3c2nc(NCCC(C)C)c2ccccc23)c1 do in these assays?
Epigenetic reg: -1.6%

How did Cc1ccc(C(=O)c2oc3ccccc3c2NC(=O)COc2ccccc2C)cc1 do in these assays?
Epigenetic reg: -1.0%

How did CCc1ccc(CNC(=O)C2CCCN(c3nnc(C)c4c(C)n(-c5ccccc5)nc34)C2)cc1 (stereo unspecified) do in these assays?
Epigenetic reg: -2.3%

How did COc1ccc(-c2cc(C(=O)Nc3ccc4c(c3)OCO4)no2)cc1 do in these assays?
Epigenetic reg: -1.8%

How did O=C(C1CCCN(S(=O)(=O)c2cccc3nsnc23)C1)N1CCN(c2cccc(Cl)c2)CC1 (stereo unspecified) do in these assays?
Epigenetic reg: 1.7%

How did Cc1noc(-c2ccccc2OCC(=O)Nc2ccccc2[N+](=O)[O-])n1 do in these assays?
Epigenetic reg: -1.5%

How did Cc1ccc(Cn2c(C)c(CNCc3ccc(OC(C)C)cc3)c(C(=O)O)c2C)cc1 do in these assays?
Epigenetic reg: -0.5%

How did CCC(C(=O)NCc1ccccc1)n1ncn2c(cc3occc32)c1=O (stereo unspecified) do in these assays?
Epigenetic reg: -2.9%

What do the screens show for `CCOc1ccc(NC(=O)c2oc3ccccc3c2NC(=O)Cc2ccc(OC)c(OC)c2)cc1`?
Epigenetic reg: 3.1%

How did CC(C)NC(=O)Nc1ccc2c(c1)N(C)C(=O)c1ccccc1S2 do in these assays?
Epigenetic reg: -3.5%

Results for COc1ccc(C2Nc3ccccc3-c3nnc(SC)nc3O2)cc1C (stereo unspecified) ?
Epigenetic reg: 0.2%

Results for CCOC(=O)N1CCc2c(sc3c2c(=O)n(-c2ccc(CC)cc2)c(=O)n3Cc2cc(C)ccc2C)C1 ?
Epigenetic reg: -3.1%

Results for CCOC(=O)N1CCC(NC(=O)c2cnn(-c3ccc(F)cc3)c2-n2cccc2)CC1 ?
Epigenetic reg: -0.9%

What do the screens show for `CC(=O)c1ccc(NC(=O)CCSc2nc(-c3ccco3)cc(C(F)(F)F)n2)cc1`?
Epigenetic reg: 1.9%

Results for O=C(NCCc1ccccc1)c1ccc2nc(N3CCCCC3)sc2c1 ?
Epigenetic reg: -4.3%

What do the screens show for `CC(=O)N1c2ccccc2C(=O)C1N1CCN(c2ccc(F)cc2)CC1` (stereo unspecified)?
Epigenetic reg: -3.8%

Results for CCOc1ccccc1C(=O)N1CC(=O)Nc2ccc(Cl)cc2C1c1ccccc1 (stereo unspecified) ?
Epigenetic reg: -1.0%

Results for Cc1cc(C)c(Cn2c(=O)n(CCC(=O)NCc3ccc4c(c3)OCO4)c(=O)c3ccccc32)c(C)c1 ?
Epigenetic reg: -1.8%

Results for Cc1ccc(C)c(N2CCN(c3nc4ccc(C)cc4nc3-n3nc(C)cc3C)CC2)c1 ?
Epigenetic reg: -0.9%

What do the screens show for `CCCc1cc(=O)oc2cc(C)c3c(-c4ccccc4)coc3c12`?
Epigenetic reg: -1.9%

How did Cn1c(=O)oc2cc(S(=O)(=O)N3CCCC(C(=O)NCCc4ccccc4)C3)ccc21 (stereo unspecified) do in these assays?
Epigenetic reg: -3.1%

What do the screens show for `COC(=O)CC1Oc2ccc(Cl)cc2-n2cc(-c3ccc(C)cc3)nc21` (stereo unspecified)?
Epigenetic reg: -1.1%

Results for COc1ccccc1N1CCN(c2ccc(=O)n(CC(=O)Nc3ccc(F)c(F)c3)n2)CC1 ?
Epigenetic reg: -0.2%

Results for CCOc1cc(C2c3c(-c4ccccc4O)n[nH]c3C(=O)N2CCc2ccccc2)ccc1O (stereo unspecified) ?
Epigenetic reg: -1.9%

How did Cc1ccc(OC(=O)CSc2nnc(-c3ccc4c(c3)OCO4)o2)cc1 do in these assays?
Epigenetic reg: -3.5%

What do the screens show for `CCc1ccc2oc(C(=O)Nc3cccc(C(F)(F)F)c3)cc(=O)c2c1`?
Epigenetic reg: -1.9%

Results for COc1ccc(OC)c(NC(=O)CN(c2ccccc2OC)S(=O)(=O)c2ccc(C)cc2)c1 ?
Epigenetic reg: -0.8%

How did CCOc1ccc(NC(=O)N(Cc2c[nH]c3ccccc23)C2CCCCC2)cc1 do in these assays?
Epigenetic reg: 3.2%

How did CCOC(=O)c1cc(-c2ccc(C)cc2)n(CC(=O)Nc2ccccc2F)c1C do in these assays?
Epigenetic reg: 0.0%

What do the screens show for `COc1cc(C2CC(=O)Nc3ccc4ccccc4c32)ccc1OC(=O)C(C)C` (stereo unspecified)?
Epigenetic reg: -1.0%

Results for CCc1cccc(CC)c1NC(=O)c1c(C)oc2ccc(O)c(CN3CCCC3)c12 ?
Epigenetic reg: -1.9%

How did Cc1ccc(NC(=O)CCCn2c(=O)c3cccn3c3cccnc32)c(C)c1 do in these assays?
Epigenetic reg: -0.1%

What do the screens show for `O=C(Nc1ccccc1)N(Cc1c[nH]c2ccccc12)C1CCCCCC1`?
Epigenetic reg: 1.4%

Pulled by structure from the list above, seven records:
What do the screens show for `CCCc1cc(=O)oc2cc(C)c3c(-c4ccccc4)coc3c12`?
Epigenetic reg: -1.9%

Results for CCc1cccc(CC)c1NC(=O)c1c(C)oc2ccc(O)c(CN3CCCC3)c12 ?
Epigenetic reg: -1.9%

How did Cc1ccc(OC(=O)CSc2nnc(-c3ccc4c(c3)OCO4)o2)cc1 do in these assays?
Epigenetic reg: -3.5%

Results for O=C(NCCc1ccccc1)c1ccc2nc(N3CCCCC3)sc2c1 ?
Epigenetic reg: -4.3%

How did CCOc1ccc(NC(=O)N(Cc2c[nH]c3ccccc23)C2CCCCC2)cc1 do in these assays?
Epigenetic reg: 3.2%

How did Cn1c(=O)oc2cc(S(=O)(=O)N3CCCC(C(=O)NCCc4ccccc4)C3)ccc21 (stereo unspecified) do in these assays?
Epigenetic reg: -3.1%

What do the screens show for `COC(=O)CC1Oc2ccc(Cl)cc2-n2cc(-c3ccc(C)cc3)nc21` (stereo unspecified)?
Epigenetic reg: -1.1%

More entries:
Results for COc1ccc(-n2c(=O)c3ccccc3n(Cc3ccccc3C)c2=O)c(OC)c1 ?
Epigenetic reg: -5.1%

What do the screens show for `CCc1ccc(CN(C(=O)c2nc(SC)ncc2Cl)C2CCS(=O)(=O)C2)cc1` (stereo unspecified)?
Epigenetic reg: -1.9%

How did Cc1ccc(CNC(=O)CN(c2ccc(Cl)cc2Cl)S(=O)(=O)c2ccccc2)cc1 do in these assays?
Epigenetic reg: -1.1%

How did CCOc1ccc(C(=O)N2CC(=O)Nc3ccc(F)cc3C2c2ccc(F)cc2)cc1 (stereo unspecified) do in these assays?
Epigenetic reg: -3.7%

Results for CC1CCC(NC(=O)C2(C)Cc3ccccc3C(=O)N2Cc2ccccc2Cl)CC1 (stereo unspecified) ?
Epigenetic reg: 0.0%

Results for CCOC(=O)c1c(Nc2cc(C)cc(C)c2)nnc(-c2ccccc2)c1-c1ccccc1 ?
Epigenetic reg: -0.1%

How did Cc1cccc(NC(=O)Cn2c(=O)n(CCCCCC(=O)NCc3ccccc3)c(=O)c3sccc32)c1 do in these assays?
Epigenetic reg: 15.9%

What do the screens show for `CCc1cccc(C)c1NC(=O)C(CC)n1ncn2c(cc3cc(C)ccc32)c1=O` (stereo unspecified)?
Epigenetic reg: 3.2%

Results for CCC(CC)C(=O)Nc1ccc(-c2cn3cccnc3n2)cc1 ?
Epigenetic reg: -2.4%

What do the screens show for `COc1cccc(C(=O)N2CCc3cc(OC)c(OC)cc3C2COc2ccc3c(C)cc(=O)oc3c2)c1` (stereo unspecified)?
Epigenetic reg: 12.3%

How did COc1ccc(N2CCN(c3oc(/C=C/c4cc(OC)c(OC)c(OC)c4)nc3C#N)CC2)cc1 do in these assays?
Epigenetic reg: 0.9%

What do the screens show for `CCOc1ccccc1C1Nc2ccccc2-c2nnc(SCc3ccccc3)nc2O1` (stereo unspecified)?
Epigenetic reg: 0.9%

How did COc1cc(Cl)c(C)cc1NC(=O)Cn1c(C)c2cnn(-c3ccccc3)c(=O)c2c1C do in these assays?
Epigenetic reg: -1.7%

How did CCOC(=O)c1ccc(NC(=O)CSc2ccc(-c3ccccn3)nn2)cc1 do in these assays?
Epigenetic reg: -0.9%

What do the screens show for `COc1cccc(NC(=O)CN2C(=O)c3ccccc3Sc3ncccc32)c1`?
Epigenetic reg: -3.7%

Results for CCOc1ccccc1C(=O)Nc1ccc2nc3c(c(Nc4ccc(OC)c(OC)c4)c2c1)CCCC3 ?
Epigenetic reg: 0.6%

What do the screens show for `Cc1cc2oc(C(=O)Nc3ccc(S(=O)(=O)N4CCC(C)CC4)cc3)cc(=O)c2cc1C`?
Epigenetic reg: 7.4%

Results for Cc1ccc(C)c(CN2C(=O)c3ccccc3S(=O)c3ccc(C(=O)NCc4ccccc4)cc32)c1 (stereo unspecified) ?
Epigenetic reg: -1.1%

Results for COc1ccc(OC)c(Nc2cc(C(=O)NCc3ccccc3)c3ccccc3n2)c1 ?
Epigenetic reg: 17.9%

Results for Cc1ccc(-c2noc(-c3nnn(CC(=O)Nc4cc(Cl)ccc4C)c3N)n2)cc1 ?
Epigenetic reg: -1.8%

Reprinted from the part before: 2 compounds; new compounds follow.
Results for COc1ccc(OC)c(Nc2cc(C(=O)NCc3ccccc3)c3ccccc3n2)c1 ?
Epigenetic reg: 17.9%

Results for Cc1ccc(-c2noc(-c3nnn(CC(=O)Nc4cc(Cl)ccc4C)c3N)n2)cc1 ?
Epigenetic reg: -1.8%

How did CCOc1ccc(NC(=O)c2c(C)nn(-c3ccc(F)cc3)c2-n2cccc2)cc1 do in these assays?
Epigenetic reg: -1.8%

What do the screens show for `Cc1nn2c(C(F)(F)F)cc(-c3ccc(OC(C)C)cc3)nc2c1C#N`?
Epigenetic reg: 1.0%

How did O=C(CCCCn1c(=O)c2ccccc2n(Cc2ccccc2F)c1=O)NCc1ccc2c(c1)OCO2 do in these assays?
Epigenetic reg: 0.0%

How did O=C(C1CCC(CNS(=O)(=O)c2ccc(Br)s2)CC1)N1CCN(c2ccc(F)cc2)CC1 (stereo unspecified) do in these assays?
Epigenetic reg: inconclusive

What do the screens show for `CSc1ncc2c(n1)-c1ccccc1N(Cc1ccc(Cl)cc1)S2(=O)=O`?
Epigenetic reg: -1.4%

How did CCOC(=O)c1ccc(N2C(=O)c3n[nH]c(C)c3C2c2cccc(Br)c2)cc1 (stereo unspecified) do in these assays?
Epigenetic reg: 0.3%

What do the screens show for `CCc1cccc(C)c1NC(=O)CCCn1nc(C)c2sc3ccccc3c2c1=O`?
Epigenetic reg: 5.5%

Results for Cc1ccccc1-c1noc(-c2ccc(N3CCCCC3)c([N+](=O)[O-])c2)n1 ?
Epigenetic reg: -3.1%

How did Cc1ccc(NC(=O)N(Cc2c[nH]c3ccccc23)C2CCCCCC2)cc1C do in these assays?
Epigenetic reg: -1.1%

What do the screens show for `COc1ccc(-c2c(C)nn3c(N4CCN(c5ccccc5)CC4)cc(C)nc23)cc1OC`?
Epigenetic reg: -1.1%

How did Cc1ccc(NC(=O)C(=O)NCCCN2CCOCC2)cc1C do in these assays?
Epigenetic reg: 1.0%

How did COc1ccc(CCNC(=O)CCn2c(=O)c3ccccc3n(CC(=O)Nc3cc(Cl)ccc3C)c2=O)cc1OC do in these assays?
Epigenetic reg: -0.1%

What do the screens show for `COC(=O)c1cccc(NC(=O)C2CCN(S(=O)(=O)Cc3ccccc3)CC2)c1C`?
Epigenetic reg: 6.0%

What do the screens show for `O=c1c2c3c(sc2n(Cc2ccccc2F)c(=O)n1-c1ccc(Cl)cc1)CCCC3`?
Epigenetic reg: 0.9%

Results for CCc1ccccc1NC(=O)CN(c1ccccc1OC)S(=O)(=O)c1ccc(C)cc1 ?
Epigenetic reg: -0.6%

How did COc1ccc(-n2nc(C(=O)N(C)c3cc(Cl)ccc3OC)c3c4ccccc4n(C)c3c2=O)cc1 do in these assays?
Epigenetic reg: 0.4%

How did COc1cc(Cl)c(C)cc1NC(=O)CCn1c(=O)c2cccn2c2cccnc21 do in these assays?
Epigenetic reg: -2.9%

How did COc1ccccc1S(=O)(=O)Cc1ccc(C(=O)NCc2ccc(Cl)cc2)o1 do in these assays?
Epigenetic reg: 2.2%

How did COc1ccc(NC(=O)CN2CCN(Cc3ccccc3Cl)S2(=O)=O)cc1Cl do in these assays?
Epigenetic reg: -0.9%

Results for Cc1ccc(S(=O)(=O)N2CCC(n3c(C)nc4cccnc43)CC2)c(C)c1 ?
Epigenetic reg: -0.1%

What do the screens show for `CC(C)c1ccc(S(=O)(=O)c2nnn3c2nc(NCCc2ccccc2)c2sccc23)cc1`?
Epigenetic reg: 2.8%

What do the screens show for `Cc1c(C2=CCN(S(=O)(=O)c3ccc(CC(C)C)cc3)CC2)c2ccccc2n1CC(=O)N1CCCC1`?
Epigenetic reg: -1.4%

Results for CC(C)c1cc(-c2nc(-c3cccc(Cl)c3)no2)n[nH]1 ?
Epigenetic reg: inconclusive
